Screening results as filed in PubChem.
HSF1 inhib: HSF1 inhibition; AID 2098; activity change, negative = inhibition, % at 7.5 µM (by protocol); NIH3T3-HGL HSE-luciferase, MG132-induced, luminescence 8 h; hits give low values; 300,000 compounds, 0.77% hits;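 active = more than half of replicate wells show activity change below -50%, luminescence cut by over half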;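 also: luciferase reports HSF-1 transcriptional activity via heat shock element; 0% = median of DMSO wells and -100% = zero luminescence signal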
aSyn UTR inh: MLPCN primary screen, SNCA 5' untranslated region; alpha-synuclein 5'UTR reporter, inhibitor activity; inhibition, % (tested at 7.5 µM); 300,000 compounds, 0.82% hits; in the data active = inhibition above about 60%;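 also: H4 neuroglioblastoma cells stably carrying SNCA 5'UTR luciferase fusion; 0% = DMSO wells and 100% = positive control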
HIF act: HIF pathway transcriptional activation. activation, % at 7.5 µM (by protocol). U2OS HRE-luciferase reporter, luminescence; normalized: DMSO 0%, desferrioxamine 100%. 300,000 compounds, 0.32% hits;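 active = mean activation of at least 10% of the iron chelator positive control signal, with at least half of replicates also reaching 10%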
GSK3 alpha inh: human GSK-3 alpha kinase inhibition; 320,000 compounds, 0.1% hits; inhibition, % at 10 µM; P49840; ADP-Glo luminescence, 60 min; AID 2650;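 in the data active = inhibition above about 50%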;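 also: GST-tagged GSK-3 alpha with peptide substrate and 25 µM ATP; 0% = DMSO neutral wells and 100% = GW8510 positive control wells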
Target sequence (P49840 whole entry, looked up): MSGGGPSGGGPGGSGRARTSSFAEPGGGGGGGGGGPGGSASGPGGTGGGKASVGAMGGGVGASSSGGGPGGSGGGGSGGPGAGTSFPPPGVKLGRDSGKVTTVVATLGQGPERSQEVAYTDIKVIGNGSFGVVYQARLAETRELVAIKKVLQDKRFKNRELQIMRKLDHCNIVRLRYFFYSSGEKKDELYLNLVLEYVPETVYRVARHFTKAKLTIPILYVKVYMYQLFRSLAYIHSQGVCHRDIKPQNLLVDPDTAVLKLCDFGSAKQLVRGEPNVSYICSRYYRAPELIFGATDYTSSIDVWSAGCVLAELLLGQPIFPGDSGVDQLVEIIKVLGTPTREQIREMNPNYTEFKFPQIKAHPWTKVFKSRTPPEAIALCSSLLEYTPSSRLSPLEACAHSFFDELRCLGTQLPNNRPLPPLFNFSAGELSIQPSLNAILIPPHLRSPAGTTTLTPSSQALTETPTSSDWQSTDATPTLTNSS
KLF5 inh: inhibitors of KLF5 expression; DLD-1 KLF5 promoter-luciferase reporter, luminescence; inhibition, % at 5 µM; 290,000 compounds, 0.23% hits; AID 1700;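 active = inhibition above a per-plate limit of that plate's mean compound inhibition plus 3 SD, cut at about 60% in these data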;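 also: 0% = DMSO wells and 100% = LY294002 at 200 µM; higher means less KLF5 promoter-driven luciferase light; inactives centre near -14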
GSK3beta inhib: blocks human GSK3beta kinase activity | P49841 | GST-GSK3beta kinase, ADP-Glo luminescence, 60 min; hits give low values | activity score (negative = inhibition), % at 10 µM | 300,000 compounds, 0.038% hits;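 active = more than half of replicate wells score below -50%, meaning over 50% inhibition versus plate controls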;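 also: 0% = median DMSO wells and -100% = median GW8510 positive control wells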
Target sequence (P49841 whole entry, looked up): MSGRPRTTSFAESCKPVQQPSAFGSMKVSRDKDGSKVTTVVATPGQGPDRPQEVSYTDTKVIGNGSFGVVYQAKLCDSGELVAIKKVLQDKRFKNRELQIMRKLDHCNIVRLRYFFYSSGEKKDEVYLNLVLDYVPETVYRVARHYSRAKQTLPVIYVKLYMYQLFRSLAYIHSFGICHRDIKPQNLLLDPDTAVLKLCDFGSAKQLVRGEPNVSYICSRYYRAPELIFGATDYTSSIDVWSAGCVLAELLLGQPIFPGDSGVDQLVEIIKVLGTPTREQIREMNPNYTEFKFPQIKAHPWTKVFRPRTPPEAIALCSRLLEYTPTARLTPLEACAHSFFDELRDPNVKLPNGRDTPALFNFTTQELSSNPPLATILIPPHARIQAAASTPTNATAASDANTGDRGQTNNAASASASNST
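test system = GST-tagged human GSK3beta kinase, cell-free | reagent = 25 µM ATP with peptide substrate | dosing = one dose of 10 µM per compound | schedule = 60 min reaction, RT | detection = luminescent ADP-Glo measurement of ADP formed | control set = DMSO neutral wells and GW8510 at 20 µM as positive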
IEC-6 tox: kills IEC-6 intestinal cells in KLF5 counter-screen; 290,000 compounds, 0.78% hits; IEC-6 cytotoxicity, luminescence viability; inhibition, % at 5 µM; AID 1825; in the data active = inhibition above about 22%;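 also: 0% = plate median of test compound wells and 100% = cytotoxic reference compound wells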
AI-2 QS modul: modulates the Vibrio harveyi AI-2 quorum sensing system | Vibrio harveyi JMH597 AI-2 luminescence/OD600 ratio, 9 h; hits give low values; strain lacks LuxN and CqsS sensors; 0 = neutral-control median | activity change, % at 7.5 µM | 300,000 compounds, 0.4% hits; in the data active = activity change below about -75%, passing the limit was not always enough;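 also: luminescence divided by OD600 gain over 9 h not by final OD600 alone; inactives centre near 13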
HSP90 refold inh: inhibitors of HSP90 luciferase refolding in rabbit reticulocyte lysate; luciferase refolding luminescence, 3 h; inhibition, % at 5.6 µM; 290,000 compounds, 0.91% hits;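 active = inhibition above the screen-wide mean plus 3 SD, computed separately per campaign, cut at about 16% in these data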;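 also: 0% = DMSO wells and 100% = 60 µM geldanamycin wells; inhibitors lower the luminescence because luciferase stays unfolded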
HSF-1 act: increases HSF-1 driven luciferase reporter signal; 300,000 compounds, 1.7% hits; activation, % at 9 µM; AID 504408; NIH3T3-HGL HSF-1 luciferase reporter, MG132, 8 h; 100% = twice DMSO control signal;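 active = mean replicate activation of at least 50% with a set share of replicates each reaching 50%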;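 also: 0% = median of the neutral control wells and 100% = twice that signal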
Starred values were filed as active, the others as inactive; . = no result given.

SMILES | HSF1 inhib | aSyn UTR inh | HIF act | GSK3 alpha inh | KLF5 inh | GSK3beta inhib | IEC-6 tox | AI-2 QS modul | HSP90 refold inh | HSF-1 act
COc1ccc(-n2c(SCC(=O)NCc3cccs3)nnc2-c2ccoc2C)cc1 | 7.6 | 19.3 | -1.0 | -0.5 | -37.2 | 0.5 | -1.8 | 33.8 | -0.2 | 13.6
CC1c2cc3c(cc2CCN1C(=O)c1ccc(Br)cc1)OCCCO3 (stereo not drawn) | 1.3 | 29.6 | 2.1 | -0.2 | 6.8 | 0.7 | 39.4* | 14.2 | 6.9 | -12.5
CC(=O)c1c(C(C)=O)c(C)n(Cc2ccc(Cl)cc2)c1C | -1.8 | -17.9 | -0.9 | -4.7 | -22.5 | 2.5 | 2.6 | 0.4 | 1.1 | -9.2
Cc1ccc2c(c1)c1nnc(SCC(=O)N3CCN(c4ccc(F)cc4)CC3)nc1n2CC(=O)O | 4.2 | -16.8 | 0.3 | 0.8 | -4.4 | 1.7 | -2.1 | 16.5 | -1.4 | 3.0
CCc1ccc(OCC(=O)NC(=S)Nc2ccc(S(=O)(=O)NC3CCCCC3)cc2)cc1 | 4.1 | -16.9 | -0.4 | 1.0 | -1.6 | 3.4 | 4.2 | 18.4 | 0.9 | -2.2
CS(=O)(=O)N(CCc1ccccc1)CC(=O)Nc1ccc(Br)cc1F | -6.7 | 12.2 | -1.0 | 1.6 | -10.9 | -5.0 | 3.1 | -1.8 | 2.4 | 10.2
CCC(Sc1nc2ccccc2c(=O)[nH]1)C(=O)O (stereo not drawn) | -5.5 | -19.4 | 0.6 | 0.8 | -12.0 | 5.5 | 8.7 | 1.0 | -0.2 | -3.3
O=C(NCC1CCCO1)C(=Cc1cccc([N+](=O)[O-])c1)C(=O)NCC1CCCO1 (stereo not drawn) | 6.9 | -43.2 | -0.5 | -1.9 | -22.2 | 0.0 | 11.2 | 25.9 | 0.6 | 19.0
CC(C)n1cc(CN2CCCC(CO)(Cc3cccc(Cl)c3)C2)cn1 (stereo not drawn) | -4.0 | -3.1 | -0.3 | -3.6 | -32.3 | 0.7 | -2.9 | 20.0 | -0.4 | -25.9
CCCC(=O)Nc1nnc(CCN2CCCCC2)s1 | 2.0 | 17.0 | 0.3 | -4.8 | -7.6 | -2.2 | -4.7 | 21.4 | -1.2 | -4.7

A stretch of the results above, as a working copy:
SMILES | HSF1 inhib | aSyn UTR inh | HIF act | GSK3 alpha inh | KLF5 inh | GSK3beta inhib | IEC-6 tox | AI-2 QS modul | HSP90 refold inh | HSF-1 act
CCC(Sc1nc2ccccc2c(=O)[nH]1)C(=O)O (stereo not drawn) | -5.5 | -19.4 | 0.6 | 0.8 | -12.0 | 5.5 | 8.7 | 1.0 | -0.2 | -3.3
O=C(NCC1CCCO1)C(=Cc1cccc([N+](=O)[O-])c1)C(=O)NCC1CCCO1 (stereo not drawn) | 6.9 | -43.2 | -0.5 | -1.9 | -22.2 | 0.0 | 11.2 | 25.9 | 0.6 | 19.0
CC(C)n1cc(CN2CCCC(CO)(Cc3cccc(Cl)c3)C2)cn1 (stereo not drawn) | -4.0 | -3.1 | -0.3 | -3.6 | -32.3 | 0.7 | -2.9 | 20.0 | -0.4 | -25.9
CCCC(=O)Nc1nnc(CCN2CCCCC2)s1 | 2.0 | 17.0 | 0.3 | -4.8 | -7.6 | -2.2 | -4.7 | 21.4 | -1.2 | -4.7

Further compounds.
SMILES | HSF1 inhib | aSyn UTR inh | HIF act | GSK3 alpha inh | KLF5 inh | GSK3beta inhib | IEC-6 tox | AI-2 QS modul | HSP90 refold inh | HSF-1 act
Cc1cc(S(=O)(=O)N2CCN(c3ccccc3C)CC2)ccc1F | 1.2 | 2.7 | -0.4 | -1.8 | -12.0 | 0.9 | 3.9 | 17.2 | 8.1 | 9.7
O=C(Nc1cccc(NC(=O)c2ccccc2Cl)c1)c1ccc([N+](=O)[O-])o1 | 54.5 | 85.8* | -1.5 | -0.6 | 10.1 | -2.1 | 101.0* | -191.5* | 1.5 | 97.5*
O=C(O)c1ccc(CNC(=O)c2ccc3c(c2)OCCO3)cc1 | -6.5 | 13.7 | -0.1 | -2.5 | -8.7 | -0.4 | -5.2 | 11.4 | -2.8 | -7.3
COC(=O)C1=C(C)NC(=O)NC1c1ccc(-c2ccc(F)cc2)o1 (stereo not drawn) | 26.5 | -13.7 | 0.9 | 1.6 | -19.4 | 0.9 | 3.7 | 13.0 | -0.4 | 33.2
CCOc1cc(NC(=O)C2CCCO2)c(OCC)cc1NC(=O)C1CC1 (stereo not drawn) | . | 11.0 | 0.0 | -1.3 | 3.5 | 0.3 | -2.1 | 19.9 | -1.2 | .
Cc1ccc(S(=O)(=O)NCCC(=O)Nc2ncccc2O)cc1C | 2.7 | 0.2 | 0.1 | 1.7 | . | 2.7 | . | 10.2 | . | 10.3
CCOC(=O)C1=C(COc2ccccc2)NC(=O)NC1c1ccc(Cl)cc1 (stereo not drawn) | 12.3 | 12.7 | -1.0 | 0.2 | -16.2 | 2.0 | 0.7 | 30.6 | 1.2 | 21.2
CCOc1ccc(S(=O)(=O)NCCC(=O)OCC(=O)c2ccc(NC(C)=O)cc2)cc1 | -2.2 | 5.3 | 0.0 | -2.9 | . | 1.1 | . | 18.8 | . | -3.0
COc1ccc(NC(=O)CN(C)S(=O)(=O)c2ccc3c(c2)CC(C)N3C(C)=O)c(OC)c1 (stereo not drawn) | -2.1 | 13.7 | -0.1 | -2.1 | -15.1 | 2.5 | -7.1 | 37.9 | -7.7 | -21.8
COC(=O)CSc1ccccc1C(=O)OC | -1.9 | 8.1 | 0.0 | -0.2 | -18.4 | 2.3 | 0.0 | 4.2 | -4.0 | -15.1
COCCCn1c(SCC(=O)Nc2ccc(NC(=O)c3ccco3)c(OC)c2)nc2ccccc2c1=O | 5.1 | -18.4 | -0.8 | -2.6 | -70.1 | . | -3.1 | . | -0.5 | 0.0
COC1(C)CC2C(CC1OC(=O)c1cc([N+](=O)[O-])cc([N+](=O)[O-])c1)C2(C)C (stereo not drawn) | 4.6 | -31.4 | -0.5 | -2.8 | -17.4 | 1.1 | 4.6 | 28.9 | -1.6 | 8.3
COc1ccc(C2/C(=C(/O)c3ccc4c(c3)CC(C)O4)C(=O)C(=O)N2Cc2cccnc2)cc1 (stereo not drawn) | -1.0 | 1.6 | -0.6 | -0.4 | 0.5 | 0.7 | 5.8 | 5.5 | 3.7 | 34.4
COc1ccc(-n2c(C)nc(N)c2C(=O)c2ccccc2)cc1 | -3.5 | -12.4 | -0.1 | 6.2 | -11.5 | -7.4 | -3.3 | 13.5 | 2.4 | -1.8
O=C(c1ccco1)N1CCN(Cc2nnnn2CCc2ccccc2)CC1 | 2.5 | -6.4 | 0.2 | -1.9 | -1.4 | 1.8 | -3.1 | 34.8 | 2.3 | 7.2
O=C(NCc1ccccc1)c1sc(=S)n2c1[nH]c(=O)c1ccccc12 | 1.6 | -7.1 | 0.1 | 9.1 | 3.4 | 4.2 | -1.9 | 27.7 | -1.6 | 11.9
Cc1cc(C)cc(NC(=O)C2CCCN(c3nccc(C)n3)C2)c1 (stereo not drawn) | 9.9 | -15.7 | 0.0 | -0.4 | -8.9 | 2.7 | 0.8 | 0.5 | 0.4 | 12.9
O=C(OCc1ccco1)c1cccnc1 | -5.2 | -26.2 | -0.1 | -2.9 | 8.4 | 1.2 | 1.3 | 26.5 | -1.1 | 9.7
CCOc1ccccc1N(CC(=O)Nc1cccc(OC)c1)S(=O)(=O)c1ccccc1 | 1.2 | 1.6 | -1.5 | -1.4 | -39.9 | -2.2 | -10.9 | 24.2 | 3.0 | 7.0
COc1ccc(S(=O)(=O)NC2CC3CCC2C3)cc1 (stereo not drawn) | -3.2 | -0.4 | 0.1 | -1.0 | -20.5 | 1.7 | 4.1 | 18.2 | 1.6 | 3.1
CCN(CC)C(=O)Nc1ccc(C(=O)OC)cc1 | -1.8 | -25.1 | 1.3 | -1.4 | -28.0 | 2.9 | 2.4 | 10.6 | 3.2 | 14.2
Cc1ccc(C)c(C2C(=O)c3ccccc3C2=O)c1 | 1.0 | -1.0 | -1.2 | -0.2 | -19.2 | -1.9 | -2.8 | -8.3 | -1.2 | -1.9
COC(=O)c1ccccc1NC(=O)CCCn1nc([N+](=O)[O-])cc1C | -0.8 | -8.9 | 0.3 | -2.2 | 10.0 | 3.0 | -5.1 | 9.9 | 0.1 | -9.4
CC(=O)NN1C(=O)c2ccccc2NC1c1cccc([N+](=O)[O-])c1 (stereo not drawn) | -2.1 | 16.1 | -0.4 | -1.8 | -16.2 | 1.1 | -4.6 | 10.0 | -4.5 | -16.2
Cc1cc(C)nc(SCCS(=O)(=O)Cc2ccc(Cl)cc2)n1 | -5.7 | -2.4 | -0.1 | -0.8 | -63.6 | -4.1 | 0.4 | 8.5 | -0.1 | -10.0
COCCN1C(=O)C(=O)/C(=C(/O)c2cccc(OC)c2)C1c1ccc(C)o1 (stereo not drawn) | -2.1 | 8.3 | 0.8 | 2.9 | -34.9 | 0.6 | -2.3 | 3.7 | -2.5 | -7.8
Cc1ccc(N(CC(=O)NCc2ccc(F)cc2)S(=O)(=O)c2c(C)n[nH]c2C)cc1 | -0.2 | 1.5 | -0.4 | 0.2 | 0.7 | 1.4 | -4.1 | 7.3 | 2.6 | -14.9
CCNC(=S)N(CCc1c(C)[nH]c2ccc(C)cc12)Cc1cc(OC)c(OC)c(OC)c1 | 6.6 | 34.1 | -0.3 | -0.3 | -17.7 | 2.5 | 2.4 | 2.1 | -6.5 | 9.8
CC(C)Cc1nnc(NC(=O)CCC(=O)NC2CCCc3ccccc32)s1 (stereo not drawn) | -6.2 | -48.4 | 0.4 | 0.0 | -18.6 | -2.4 | 5.2 | 17.9 | 6.3 | -24.3
CCCc1cc(=O)oc2c(C)c(OCC(=O)N3C[C@H]4C[C@@H](C3)c3cccc(=O)n3C4)ccc12 | 4.5 | 23.3 | -0.4 | 2.8 | -6.8 | 2.3 | 10.0 | 10.1 | 0.6 | 4.3
CCN(CC)CCNC(=O)CCN1N=C(c2ccccc2)CCC1=O | -2.2 | -0.2 | 0.4 | -2.0 | -47.8 | -0.3 | 0.5 | 43.0 | 1.1 | 32.9
NC(=O)Nc1ccc(C(=O)OCC(=O)Nc2ccc(Cl)cn2)cc1 | -3.3 | 5.6 | 0.2 | 3.7 | -33.6 | -20.7 | -9.6 | 8.1 | -1.7 | 2.3
CCC(C)c1ccc(NC(=O)c2ccco2)cc1 (stereo not drawn) | -4.4 | 29.3 | -1.3 | -0.9 | 4.2 | 1.0 | -5.9 | -6.3 | 41.5* | 8.3
Cc1ccc(-n2nc(C)c(=O)c(-c3ccccc3)c2NC(=O)C(C)C)cc1 | -6.4 | 18.9 | -0.3 | -1.8 | -12.3 | -0.6 | -7.9 | 11.5 | -0.3 | -12.0
Cc1cc(-c2ccc(C)c(S(=O)(=O)Nc3cc(C)on3)c2)on1 | 10.5 | 27.2 | . | . | -1.8 | 0.4 | 1.2 | 1.9 | -1.2 | 2.7
Cc1c(NS(=O)(=O)c2ccc3c(c2)CCN3C(=O)C2CC2)c(=O)n(-c2ccccc2)n1C | 0.4 | 4.5 | 0.5 | -0.2 | -16.5 | 0.8 | 0.8 | 18.9 | -2.8 | 7.8
COCCn1c(SCC(=O)c2cccc(OC)c2)nnc1-c1ccco1 | -0.7 | -0.2 | -0.2 | -1.0 | 1.3 | 2.7 | -5.3 | 6.5 | 4.9 | 6.3
